Screens deposited in PubChem BioAssay by NCI.
All columns: NCI-60 one-dose screen, growth in % after 48 h at 10 µM unless noted; 100 = growth as untreated, 0 = no growth, -100 = all killed.
HL-60(TB) – HL-60(TB) leukemia cells; actives 9% (n = 78,000); AID 1794776; active means growth percent below 10
Active calls of the source: *; & = joins results of further samples.

Start of the listing, in advance (four entries):
SMILES | HL-60(TB)
COc1ccc(C(=O)/C=C/c2ccc(C)cc2)cc1S(=O)(=O)Nc1cccnc1 | 94.2
N#Cc1c(-c2cccnc2)cc(-c2ccc(Cl)cc2)[nH]c1=O | 98.7
CCNC(=O)Oc1ccc(/C(=C(/C)Cc2ccc(OC)cc2)c2ccc(OCCN(CC)CC)cc2)cc1 | 34.1
CC1=C([Te]c2ccc(O)cc2)C(=O)c2ccccc2C1=O | -38.0*

The whole of this part (from the top)
SMILES | HL-60(TB)
COc1ccc(C(=O)/C=C/c2ccc(C)cc2)cc1S(=O)(=O)Nc1cccnc1 | 94.2
N#Cc1c(-c2cccnc2)cc(-c2ccc(Cl)cc2)[nH]c1=O | 98.7
CCNC(=O)Oc1ccc(/C(=C(/C)Cc2ccc(OC)cc2)c2ccc(OCCN(CC)CC)cc2)cc1 | 34.1
CC1=C([Te]c2ccc(O)cc2)C(=O)c2ccccc2C1=O | -38.0*
CC[C@H](Nc1ncnc2nc[nH]c12)c1nc(NCCCCCC(=O)NO)c2ccccc2n1 | 100.0
Cc1[nH]c(C(=O)Nc2ccccc2OCc2cccc(C(=O)NC3CCNC3)c2)c(Cl)c1Cl (stereo unspecified) | 71.4
CCC1(CC)COC(c2ccccc2)OC1 | 26.2
CC1=CC(=Nc2ccc(N(C)C)cc2)C=C(C)C1=O | 42.8
O=S1OC(c2ccccc2)C(c2ccccc2)O1 (stereo unspecified) | 107.2
CC(C)OC(c1cc2c(cc1Br)OCO2)C(C)Br (stereo unspecified) | 103.2
O=C1/C(=C/c2ccc(OCc3ccccc3)cc2)Oc2cc(O)ccc21 | 80.7
Cc1cccc[n+]1CCCC[n+]1ccccc1C | 104.6
CN1CCN(C)c2cnccc2C1=O | 95.1
O=C(O)CCCNC(=O)OCc1ccccc1 | 95.4
Cc1c(O)c(O)cc2c3c(oc12)CC(c1ccc2c(c1)OCO2)CC3=O (stereo unspecified) | 73.7
O=C(Nc1cc(C2=NCCN2)cc(C2=NCCN2)c1)c1ccc(C(=O)Nc2cc(C3=NCCN3)cc(C3=NCCN3)c2)cc1 | 110.2
CC(=O)OCCn1c2nc(=O)[nH]c(=O)c-2nc2cc(C)c(C)cc21 | 93.3&111.4&155.6
CCOC(=O)CCCCCCCCC(=O)OCC | 97.4
CCC(N)C(O)c1ccccc1 (stereo unspecified) | 105.4
[N-]=[N+]=CC(=O)CCC(NC(=O)OCc1ccccc1)C(=O)OCc1ccccc1 (stereo unspecified) | 112.5
CN(C)C(CNc1oc(-c2cccc3ccccc23)nc1C#N)c1ccco1 (stereo unspecified) | 74.1
Cc1ccc(NS(=O)(=O)c2ccc(-c3cnc(C4CC4)o3)cc2)cc1 | 24.3
CS(=O)(=O)CC(O)(c1ccccc1)c1ccccn1 (stereo unspecified) | 102.7
COc1ccc(-c2cc3c(ncn4nc(-c5cccnc5)nc34)o2)cc1 | 109.3
CC1(C)CC[C@]2(C(=O)N3CCCNCC3)CC[C@]3(C)C(=CC[C@@H]4[C@@]5(C)Cc6c([nH]c7ccccc67)C(C)(C)[C@@H]5CC[C@]43C)[C@H]2C1 | 68.2
COc1cc(-c2nn(C(C)(C)C)cc2-c2ccnc(NCCCNS(=O)(=O)c3ccc(C(F)(F)F)cc3)n2)ccc1Cl | 92.6
Cn1cccc1-c1cc(-c2ccc(Br)cc2)n(S(=O)(=O)c2ccccc2)c(=O)c1C#N | 40.3
CC(=O)O.CC(=O)O.O.[Fe] | 113.8
SCCNCc1ccccc1 | 104.2
Cc1ccc(OCC(=O)O)c(C)c1 | 77.8
CC12CCC3C(CCC4CC(O)CCC43C)C1CC(O)C2 (stereo unspecified) | 96.8
NS(=O)(=O)c1ccc(Nc2nc(SCC(=O)c3ccc(Cl)cc3)nc3c2CCCC3)cc1 | 59.3
COc1ccc2cc(C(=O)/C=C/N(C)C)ccc2c1 | 82.9
O=C(Cc1ccc(F)c(Cl)c1)Nc1cc(C2(C(F)(F)F)CC2)nn1Cc1ccccc1 | 100.0
Cn1cc(-c2cc(N)n3nc(-c4c[nH]c5ccccc45)cc3n2)c2cc(Cl)ccc21 | -16.2*
C=CCn1c(SCC(=O)Nc2ccc(C(=O)/C=C/c3ccc(Cl)cc3)cc2)nnc1-c1ccccc1 | 80.9
O=c1c2c3c(sc2nc2nc(-c4ccccc4)[nH]n12)CCCC3 | 100.0
O=C1c2ccccc2CCC12OC2c1ccncc1 (stereo unspecified) | 127.9
Nc1cccc2c1C(=O)c1ccccc1C2=O | 39.3
C=CS(C=C)=NS(=O)(=O)c1ccc(C)cc1 | 17.9
CCOc1ccccc1C(=O)Nc1ccc(Br)cc1 | 94.7
CCN(CC)c1ccc(C(NCCC(C)C)C(Cl)(Cl)Cl)cc1 (stereo unspecified) | 96.8
CN1CCN(c2ccc3nc(-c4[nH]ncc4Nc4ncnc5[nH]ccc45)[nH]c3c2)CC1 | -28.6*
CCN1C(=O)N(CC)C2SC(N/N=C/c3ccccc3)=NC21 (stereo unspecified) | 4.0*
FC(F)Oc1ccc(C(Nc2cccc(Cl)c2)c2nnnn2C2CCCCC2)cc1OCC1CC1 (stereo unspecified) | 100.3
NC1=NC(=O)C(c2ccccc2)(c2ccccc2)S1 | 97.9
CN1CCN(c2nc(NCCCNc3ccnc4cc(Cl)ccc34)c3ccccc3n2)CC1 | 15.0
CC(=O)c1cc(C(=O)c2ccc3c(c2)Sc2ccccc2N3)c2c(C)cc(C)cn12 | -12.6*
COC(=O)[C@H](Cc1cnc[nH]1)NC(=O)[C@@H](OC)[C@@H]1Cc2cc3cc(OC4CC(OC5CC(O)C(O)C(C)O5)C(O)C(C)O4)c(C)c(O)c3c(O)c2C(=O)[C@H]1OC1CC(OC2CC(OC3CC(C)(O)C(O)C(C)O3)C(O)C(C)O2)C(O)C(C)O1 (stereo partly specified) | 53.1
O=C1Nc2c(ccc(Cl)c2Cl)/C1=C/c1ccc(O)cc1 | 76.9
COc1ccc(-c2nc(NC(=O)c3cc(OC)c(OC)c(OC)c3)n[nH]2)cc1 | 84.9
COc1cc(Cl)cc(-c2nn(-c3cccc(NC(=O)c4cc(C(F)(F)F)cc(C(F)(F)F)c4)c3)cc2-c2ccncc2)c1 | 84.3
CCCn1c(O)c(N=Nc2nc(-c3cc4ccccc4oc3=O)cs2)c2ccccc21 | 107.1
CC(=O)C1CC2C=CC1CC2 (stereo unspecified) | 109.1
COC(CCN1C(=O)c2ccccc2C1=O)C(Br)CC(=O)O (stereo unspecified) | 101.5
O=C(c1c2c(nn1-c1ccccc1)CCC(NCCc1ccc(C(F)(F)F)cc1)C2)N1CCCCC1 (stereo unspecified) | 75.1
Fc1cc2c(cc1Cl)N(c1ncnc3ccc(-c4cnc5cnccn45)cc13)CC2 | -7.9*
Clc1cc(Cl)c2nc(-c3ccc(-c4ccc(/C=N/NC5=NCCN5)cc4)s3)cn2c1 | 98.4
c1ccc(-c2ccc3c(c2)C2(CCNCC2)CN3)cc1 | 93.7
COc1ccc(C2=NN(c3cc(Cl)cc(Cl)c3)C(c3sc(N(C)Cc4ccccc4)nc3Cl)C2)cc1 (stereo unspecified) | 91.3

More structures:
SMILES | HL-60(TB)
CC(=O)NC(=O)CC(O)(c1ccccc1)c1ccccc1 | 76.1
CN(C)c1nc(NCCNS(=O)(=O)c2ccc(C(=O)/C=C/c3ccccc3)cc2)nc(N2CCOCC2)n1 | 33.0
O=C1Nc2ccccc2[C@@H]2C[C@H](O)CCN12 | 95.0
CCOc1cc(C)c2cc(Cc3ccc4nc(OCC)cc(C)c4c3)ccc2n1 | 97.7
COC(=O)/C(=C(/C)c1ccco1)P(=O)(OC)OC | 98.9
ClCCN(CCCl)c1ccc(C=NCCc2c[nH]c3ccccc23)cc1 | 91.0
C=C1CCC2C3(C)COC(c4ccc(F)cc4)OC3CCC2(C)C1CC(O)C1=CCOC1=O (stereo unspecified) | 35.9
O=C1c2ccccc2CC1CN1CCCCC1 (stereo unspecified) | 107.8
CN1C(=O)C(=Cc2cn(Cc3cccc4ccccc34)c3ccccc23)C(=O)N(C)C1=O | 110.6
Cn1cc(/C=C2\SC(=S)N(CCCC(=O)NCCc3c[nH]c4ccccc34)C2=O)c2ccccc21 | 37.2
CN1CCCNCC1 | 92.9
CCN(CC)c1ccc2[nH]c3c(C(N)=O)cc(=O)c(=O)c=3oc2c1 | -25.1*
CCC(C)CC(C)/C(O)=C1/C(=O)NC(C(O)c2ccc(O)cc2)C1=O (stereo unspecified) | 98.0
C=C(C)C1CNC(C(=O)O)C1CC(=O)O (stereo unspecified) | 156.7&94.6
CCCCOc1ccc(CCO)cc1 | 90.9
COc1cc2c(cc1OC)C13CCN4CC5=CCOC6CC(=O)N2C1C6C5CC43 (stereo unspecified) (tested in a mixture with another compound) | 138.0
Clc1nc2ccc(Br)cc2cc1Cn1nnc(Cc2ccccc2)n1 | 96.5
CC(C)Sc1nc(Nc2ccccc2)c(C#N)c(-c2ccccc2)n1 | 105.7
COc1ccc(C(C(=O)NCc2ccccc2)N(Cc2ccc(C)o2)C(=O)CNC(=O)OC(C)(C)C)cc1OC (stereo unspecified) | 147.3
CCOC1=CC(=[N+]2CCCC2)CC(C)(C)C1 | 97.6
CCNC(=O)Oc1ccc(/C(=C(/C)c2ccc(Cl)cc2)c2ccc(OCCN3CCCCCC3)cc2)cc1 | 1.4*
O=C(/C=N/O)c1ccccc1 | 105.7
O=C(NNC(=S)Nc1ccccc1)c1ccc2nc(-c3ccc([N+](=O)[O-])cc3)[nH]c2c1 | 100.8
COc1ccc2nc(NC(=O)CSc3nc(C)c(C)n3Nc3ccccc3)sc2c1 | 106.5
CN1[C@@H](CCc2ccc(O)cc2)CCC[C@H]1CCc1ccc(OCCF)cc1 | 90.2
COc1ccc(-c2nc3ccc(-c4nnc(SCC(=O)Nc5ccc(/C(C)=N\O)cc5)o4)cc3[nH]2)cc1 | 77.6
COc1ccc2[nH]c(O)c(N=Nc3nc(-c4cc5ccccc5oc4=O)cs3)c2c1 | 100.5
COc1ccc(-n2nnc(C(=O)NCCc3c[nH]c4ccc(F)cc34)c2C)cc1 | 86.9
CCCCCCCCCc1cc[n+](CC(=O)c2ccc([N+](=O)[O-])cc2)cc1 | -40.4*
CC1=CCC(OC(C)C2(CCC(C)(O)C(=O)Oc3ccc(C(C)C)cc3)OC3(C)CC(C(C)C)C(O)CC3O[C+]2C)(C(C)C)CC1 (stereo unspecified) | 96.8
COc1cc2c(cc1OC)C(=O)/C(=C/c1cc(C)c(O)c(C)c1)S2 | -3.6*
COC(=O)CNC(=O)[C@H](C)NC(=O)[C@@H]1CCCN1C(=O)CNC(=O)[C@H](C)NC(=O)OCc1ccccc1 | 103.7
Cc1c(C(=O)/C(=C/O)N=Nc2ccc([N+](=O)[O-])cc2)nnn1-c1ccc(Cl)cc1 | 97.1
O=C1C=C(O)C(=O)N1c1ccc(Br)cc1 | 114.6
CSCCN1C(=O)C(=O)c2cc(F)ccc21 | 99.1
O=[N+]([O-])c1cccc(C2NC(N3CCOCC3)=C(N3CCOCC3)c3c2sc2c(F)cccc32)c1 (stereo unspecified) | 109.3

5 structures out of the list, sorted by SMILES length, high to low.
SMILES | HL-60(TB)
COc1cc2c(cc1OC)C13CCN4CC5=CCOC6CC(=O)N2C1C6C5CC43 (stereo unspecified) (tested in a mixture with another compound) | 138.0
CC(C)Sc1nc(Nc2ccccc2)c(C#N)c(-c2ccccc2)n1 | 105.7
CCN(CC)c1ccc(C(NCCC(C)C)C(Cl)(Cl)Cl)cc1 (stereo unspecified) | 96.8
CC12CCC3C(CCC4CC(O)CCC43C)C1CC(O)C2 (stereo unspecified) | 96.8
CS(=O)(=O)CC(O)(c1ccccc1)c1ccccn1 (stereo unspecified) | 102.7

Next section
SMILES | HL-60(TB)
O=C(OCc1ccccc1)c1ccccc1O | 114.9
CC(C)C(C(=O)O)N1C(=O)/C(=C/c2ccc3c(c2)CCCN3C)SC1=S (stereo unspecified) | 100.1
O[C@H]1[C@H]2c3cc4c(cc3CN3CCC(=C[C@@H]1O)[C@H]23)OCO4 | 5.0*
COc1ccc2[nH]cc(C3(c4c[nH]c5ccc(OC)cc45)C(=O)Nc4ccc(Br)cc43)c2c1 | 99.5
CCN(CC)CCN1C(=O)c2c(c(C)c3c(oc4cc(OC)ccc43)c2C)C1=O | 85.8
C(=Nc1ccccc1)c1ccccc1 | 99.5
Nc1ncnc2c1N=C(c1cccc(Nc3ccncc3)c1)CC(c1ccc(F)cc1)N2 (stereo unspecified) | 67.6
CC[C@]1(O)CC2CN(CCc3c([nH]c4ccccc34)C(C(=O)OC)(c3cc4c(cc3OC)N(C=O)[C@H]3[C@@](O)(C(=O)OC)[C@H](OC(C)=O)[C@]5(CC)[C@@H]6C[C@@H]6CN6CC[C@]43[C@@H]65)C2)C1 (stereo partly specified) | 0.6*
CN(C)CCCn1c(=O)c2ccccc2c2cnc3[nH]ccc3c21 | 5.9*
Cc1ccc2nc(Cl)c(/C=C3\SC(=O)NC3=O)cc2c1 | 104.0
Nc1ccc2c(c1)C1(CCC2)NC(=O)NC1=O (stereo unspecified) | 93.1
CCOC(=O)C(C#N)N=O (stereo unspecified) | 97.3

3 compounds picked at random from those above:
SMILES | HL-60(TB)
COc1cc(-c2nn(C(C)(C)C)cc2-c2ccnc(NCCCNS(=O)(=O)c3ccc(C(F)(F)F)cc3)n2)ccc1Cl | 92.6
COc1ccc(-c2nc3ccc(-c4nnc(SCC(=O)Nc5ccc(/C(C)=N\O)cc5)o4)cc3[nH]2)cc1 | 77.6
Fc1cc2c(cc1Cl)N(c1ncnc3ccc(-c4cnc5cnccn45)cc13)CC2 | -7.9*

Next records
SMILES | HL-60(TB)
CC1=NN(c2ccccc2)C(=O)/C1=C\N1CC(=O)NC1=S | 103.4
COc1ccc(/C=C2/CN(C(=O)c3ccc([N+](=O)[O-])cc3)C/C(=C\c3ccc(OC)cc3)C2=O)cc1 | 96.3
C=CCN(C(=O)OCC)c1ccccc1 | 99.4
Nc1nc(-c2ccnc(Cl)c2)nn1-c1nc2ccccc2s1 | 107.5
CCOC(=O)C1(c2ccccc2)CCN(CCc2ccc(NC(=O)CCC(=O)O)cc2)CC1 | 85.3
NC(=O)C(=O)NCCCCCC(=O)Nc1ccccc1 | 97.3
CCOc1ccc(C(=O)OC)cc1 | 99.3

The list is partial (hit frequency here may not be typical).
